Rin1-Abl PPI inh: blocks binding of human Rin1 to Abl; AID 588664; inhibition, % at 7.35 µM; actives 0.4% (n = 360,000); P00519+Q13671; TR-FRET Rin1/Abl binding, biochemical; in the data active = inhibition above about 5%, passing the limit was not always enough
MLLE-PAM2 inh: inhibitors of microRNA-mediated deadenylation, human PABP1 MLLE binding | P11940 | AID 588489 | GST-MLLE / FITC-PAM2 fluorescence polarization | actives 0.36% (n = 360,000) | inhibition, % at 20 µM; in the data active = inhibition above about 35%, passing the limit was not always enough;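 also: plate controls were DMSO wells with GST-MLLE for no effect and wells lacking GST-MLLE protein for full effect; some results filed as inactive read as strong as hits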
Neddylation inh: blocks human cullin neddylation. P61081+Q13564. TR-FRET cullin neddylation, biochemical. calls only at 25 µM. actives 0.58% (n = 360,000). AID 651699; in the data active = inhibition above about 36%
FAS-TE inh: inhibitors of human fatty acid synthase thioesterase domain. inhibition, % at 15 µM. actives 0.67% (n = 360,000). recombinant FAS-TE, OMFH fluorogenic substrate, fluorescence endpoint. P49327. AID 602261;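 active = compounds whose normalised, plate-corrected inhibition of enzyme fluorescence in the single-dose primary screen is 50% or more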;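 also: 0% = DMSO with enzyme and 100% = substrate without enzyme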
NRP1-CendR mod: alters CendR peptide binding to human NRP-1. FAM-RPARPAR peptide binding to NRP-1, fluorescence polarization. inhibition, % at 25 µM. actives 0.85% (n = 360,000). AID 602438;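 active = inhibition or corrected inhibition above about 18%, plus a signal ratio from 0.5 to 1.5, limit read from the data, passing the limit was not always enough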; also: strong numbers were not always called active
bovine MsrA act: activates bovine MsrA enzyme. purified bovine MsrA, absorbance read-out. activation, % at 10.6 µM. actives 0.3% (n = 360,000); in the data active = activation above about 7.5%;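 also: 0% = vehicle and 100% = reference activator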
SKN-1 inh: inhibitors of C. elegans SKN-1 | C. elegans VP596 Pgst-4::GFP/RFP ratio, acrylamide-induced, 24 h | inhibition, % at 21.8 µM | actives 0.49% (n = 360,000) | AID 624304;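 active = interference check ratio from 0.5 to 1.5 plus GFP to RFP signal ratio inhibition reaching or exceeding a fixed threshold, cut at about 30% in these data, passing the limit was not always enough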; also: some compounds called inactive have numbers as strong as hits
MT1-MMP act inh: inhibitors of human MT1-MMP activation | HT1080 RFP-PRO-GFP cells, GFP/RFP ratio fluorescence, overnight; percent of plate control window, DMSO zero | P50281 | actives 0.061% (n = 360,000) | GFP/RFP ratio change, % at 20 µM;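 active = GFP/RFP ratio change of at least 30% with cell ATP level not reduced by more than half and red fluorescence within 50% of control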; also: strong numbers were not always called active
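Assay system: HT1080 RFP-PRO-GFP cells | Dosing: 20 µM single dose, 1% DMSO | Incubation: Cells overnight before dosing, compound overnight, 37 °C, 5% CO2 | Evaluation: GFP/RFP fluorescence ratio | Control set: DMSO-only wells and HT1080 RFP-L50D-GFP cell wells as references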
eLon inh: inhibitors of E. coli Lon protease. inhibition, % at 7.94 µM. P0A9M0. purified E. coli Lon protease, fluorescence polarization. actives 0.42% (n = 360,000); in the data active = inhibition above about 13%, passing the limit was not always enough;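 also: 0% = enzyme with probe and DMSO and 100% = no enzyme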
Target sequence (P0A9M0 whole entry, looked up): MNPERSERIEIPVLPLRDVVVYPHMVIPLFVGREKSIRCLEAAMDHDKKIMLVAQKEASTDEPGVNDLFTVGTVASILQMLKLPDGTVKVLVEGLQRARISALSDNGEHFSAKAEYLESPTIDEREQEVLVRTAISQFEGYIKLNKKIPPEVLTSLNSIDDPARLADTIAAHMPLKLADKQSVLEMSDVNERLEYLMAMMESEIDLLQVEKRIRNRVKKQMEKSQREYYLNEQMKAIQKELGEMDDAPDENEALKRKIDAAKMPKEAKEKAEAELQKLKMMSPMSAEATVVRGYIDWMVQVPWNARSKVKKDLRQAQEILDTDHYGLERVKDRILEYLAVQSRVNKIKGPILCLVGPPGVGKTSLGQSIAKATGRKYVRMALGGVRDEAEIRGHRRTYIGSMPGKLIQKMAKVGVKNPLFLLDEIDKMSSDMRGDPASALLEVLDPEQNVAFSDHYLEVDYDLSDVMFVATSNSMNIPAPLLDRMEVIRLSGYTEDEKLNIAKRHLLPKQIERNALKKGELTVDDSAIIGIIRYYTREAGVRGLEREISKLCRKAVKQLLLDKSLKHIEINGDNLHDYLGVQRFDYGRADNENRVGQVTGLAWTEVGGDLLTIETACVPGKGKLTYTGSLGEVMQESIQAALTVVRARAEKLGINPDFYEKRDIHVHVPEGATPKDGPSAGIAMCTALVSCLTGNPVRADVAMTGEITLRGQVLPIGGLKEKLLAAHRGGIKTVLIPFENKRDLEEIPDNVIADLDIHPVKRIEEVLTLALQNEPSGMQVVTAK
The depositor's hits bear a star; i = inactive; x = not tested or not shown; & = joins results of further samples. Rows are unselected; about 4% have a hit in one of these screens.

SMILES	Rin1-Abl PPI inh	MLLE-PAM2 inh	Neddylation inh	FAS-TE inh	NRP1-CendR mod	bovine MsrA act	SKN-1 inh	MT1-MMP act inh	eLon inh
CC(=O)Nc1cccc(/C(C)=N/Nc2ccc(S(=O)(=O)Nc3ccccc3C(=O)O)cc2[N+](=O)[O-])c1	-4.8	18.4	i	39.8	-10.9	-2.9	11.6	12.3	3.4
CNC(=O)C(Sc1nc(C)nc2c1oc1ccccc12)C(C)=O (centres undefined)	-37.7	-15.6	i	-6.2	10.5	-1.5	-2.4	-7.5	-3.0
Cc1noc(C)c1C(=O)N1CCC1(C)C(=O)NS(=O)(=O)c1ccccc1C(F)(F)F (centres undefined)	-0.4	4.8	i	-9.1	4.6	-2.1	10.8	2.0	-2.3
Cc1ccc(C)c(NC(=S)NCc2ccccc2)c1	1.5	-1.0	i	1.5	-4.6	-0.5	-0.6	-2.4	1.0
COc1cccc(-c2nc(CS(=O)CC(=O)NCc3ccccc3Cl)c(C)o2)c1 (centres undefined)	-0.5	5.9	i	-2.7	-7.9	-1.0	1.1	4.0	-10.5
Cc1csc(=O)n1CC(=O)Nc1nc2ccccc2s1	0.3	13.6	i	-3.9	-3.4	2.1	11.3	-4.3	-11.5
CCC1CCCCN1CCCNC(=O)c1nn(C)c2c1CS(=O)(=O)c1ccccc1-2 (centres undefined)	-2.0	-4.8	i	-3.3	1.3	-0.7	0.4	-3.3	-11.7
C[C@@H]1CN([C@H](C)CO)C(=O)c2cc(-c3ccc(F)cc3)cnc2O[C@H]1CN(C)C(=O)c1ccc(F)cc1	-1.6	-21.6	i	-0.5	-17.4	1.6	-6.8	3.9	-2.3
Cc1ccc(N=Nc2c(=O)[nH]n3c(=O)cc(C)[nH]c23)cc1	-5.8	1.9	i	2.3	9.9	-2.0	1.2	15.0	-13.3
O=C(Nc1ccc(Cl)cn1)C1C(c2ccccc2)C1(Cl)Cl (centres undefined)	1.4	-3.6	i	25.0	2.8	-2.1	-0.6	-4.6	1.1
Cn1cnc2c1c(=O)n(Cc1ccc(Cl)cc1Cl)c(=O)n2C	1.1	4.0	i	25.7	0.9	-5.5	-7.9	2.4	-8.5
COC(=O)c1cnc(Nc2ccc(Cl)cc2)c([N+](=O)[O-])c1	2.0	4.3	i	1.1	-2.2	-10.9	-2.2	5.3	19.3
Cc1cc(Br)ccc1SCC(=O)OCC(=O)NC(C)c1ccccc1 (centres undefined)	0.8	22.7	i	-11.0	-2.6	-3.6	4.7	2.7	-12.7
Cc1ccccc1CNc1ccc(C(CC(N)=O)NC(=O)c2ccc(Br)cc2)cc1[N+](=O)[O-] (centres undefined)	1.0	-15.9	i	-1.2	-25.2	-1.1	-4.5	9.1	16.7
CC(C(=O)O)n1nnc2ccccc21 (centres undefined)	-3.2	-11.7	i	-5.3	-4.0	-3.8	-1.0	0.9	-2.5
CCOC(=O)C[C@@H]1OC[C@H](CO)N1S(=O)(=O)c1ccc(C)cc1	x	x	i	x	-2.2	x	-1.5	7.8	x
CCN(CC)C(=O)CSC(Nc1ccc(F)cc1)=C(C#N)C#N	-2.3	-102.3	i	-0.4	-121.0	-4.2	23.8	-40.7	-81.7
NC(=O)C(CCc1nc2ccccc2[nH]1)NS(=O)(=O)c1ccccc1 (centres undefined)	1.8	-0.5	i	-6.2	1.2	-8.8	2.2	-3.5	8.5
Cc1ccc(NC(=O)COC(=O)c2cccnc2)c(C)c1	3.7	-6.7	i	-8.9	-13.9	-0.9	4.4	1.7	2.9
O=C(Nc1ccc(Cl)cc1)c1ccc2sc([C@@H]3O[C@H](CO)[C@@H](O)[C@H]3O)nc2c1	-4.2	-2.2	i	1.3	1.1	-1.8	9.8	3.4	5.3
COc1ccc(-c2[nH]ncc2CN(C)Cc2c(C)n[nH]c2C)c(OC)c1	-5.6	3.7	i	-4.0	-4.6	-1.6	6.4	4.9	2.7
Cc1onc(-c2ccccc2)c1C(=O)OCC(=O)Nc1ccccc1	0.9	3.2	i	4.5	-16.2	-0.5	3.0	0.3	9.4
CCOc1cc(C(C#N)N2CCCCC2)ccc1OC (centres undefined)	0.4	-3.3	i	-4.5	7.2	-0.8	9.1	7.5	-2.8
COc1cc(OC)c2c(C)cc(=O)oc2c1C(CCN1CCOCC1)c1ccc2c(c1)OCO2 (centres undefined)	-3.1	-3.2	i	44.3	8.3	0.1	10.8	7.5	0.5
O=C(Nc1ccc(N2CCCC2)c(Cl)c1)c1ccco1	1.2	-1.3	i	-4.0	-7.0	-9.5	9.5	1.5	5.6
Cc1nnc(N(C(=O)c2cnccn2)c2ccccc2)s1	-4.5	-12.9	i	-13.6	2.1	-10.6	-20.2	1.7	0.6
O=C(Cc1ccccc1)NCCc1cnc[nH]1	0.1	3.6	i	-3.5	8.4	-3.0	10.2	1.3	15.0
Cc1ccc(NC(=O)c2ccc(S(=O)(=O)N3CCCC3)cc2)nc1	1.0	-2.3	i	-4.5	1.5	-4.3	1.1	1.8	7.6
CC(=O)c1ccc(N(C(=O)c2csnn2)C(C(=O)NC2CCCC2)c2ccccc2)cc1 (centres undefined)	10.6*	26.6	i	7.4	1.5	-2.5	-3.2	-2.2	-0.5
Cc1cc(C(F)F)nn1CC(=O)Nc1cc([N+](=O)[O-])ccc1F	-1.6	-3.2	i	21.9	7.1	-7.4	-0.4	-1.0	-11.3
COc1cc(OC)cc(C(=O)N2CCN(Cc3ccccc3C(F)(F)F)CC2)c1	2.1	4.2	i	9.0	5.8	-2.4	12.2	-1.3	-1.9
COc1ccccc1N1CCCSC1=Nc1ccccc1	-1.6	-7.0	i	-4.1	2.8	-1.3	17.8	12.1	-1.9
CCOc1ccc(N(CC(=O)Nc2ccccc2OC)S(=O)(=O)c2ccccc2)cc1	-1.4	-0.7	i	25.0	-5.3	4.1	-18.2	12.4	-1.2
CCN(CC)CCNC(=S)Nc1ccc2nc3n(c(=O)c2c1)CCCCC3	2.0	13.6	i	-6.0	-10.9	-4.0	2.4	-4.0	-3.5
O=C(NCc1ccccc1Cl)C1CCN(S(=O)(=O)N2CCCC2)CC1	1.0	14.1	i	-0.1	-11.3	-1.9	4.0	-1.6	7.5
O=C(COc1ccc(S(=O)(=O)N2CCCC2)cc1Cl)NCc1cccnc1	-0.3	4.4	i	-0.8	-5.0	-4.7	-9.8	0.9	-0.2
CC(C)N(Cc1ccccc1)C(=O)COC(=O)c1cc(S(=O)(=O)N(C)C)ccc1N1CCCC1	5.1	-5.4	i	36.2	-3.0	-2.4	-2.6	-5.8	-3.9
CC(=O)C1=C(C)Nc2ncnn2C1c1ccc(Cl)cc1Cl (centres undefined)	0.2	2.7	i	1.1	4.7	-1.5	0.5	-2.5	-8.0
NS(=O)(=O)c1ccc(N=Cc2c(O)n(-c3nccs3)c(=O)c3ccccc23)cc1	-7.0	8.2	i	-5.4	-3.5	-5.3	-11.8	3.8	-1.1
CCOC(=O)CNC(=O)CN1C(=O)CC(c2ccccc2)S(=O)(=O)c2ccccc21 (centres undefined)	0.0	-1.1	i	-4.1	0.6	-2.3	-4.3	-0.6	5.9
C/C(N)=C(/C#N)C(=O)COC(=O)C(NS(=O)(=O)c1ccc(Cl)cc1)C(C)O (centres undefined)	0.7&4.2	0.7&7.5	i	-8.0&-6.7	-8.6&-7.7	-9.0&-1.3	-3.7&8.7	2.7&-1.5	4.0&-5.8
CC(=O)Nc1ccc(C(=O)N2CCCC(c3cc(C(=O)NCc4ccc(F)cc4)no3)C2)cc1 (centres undefined)	-0.6	4.1	i	-7.9	-4.1	-1.6	-2.5	1.8	0.6
COC(C(=O)Nc1ccccc1F)c1ccccc1 (centres undefined)	2.0	4.0	i	-4.7	1.2	-4.1	-17.0	0.5	1.4
CC1CCN(C2(O)C(=O)Nc3ccc([N+](=O)[O-])cc32)CC1 (centres undefined)	-1.0	1.7	i	16.2	3.7	-13.4	-11.2	-1.6	-8.0
COc1ccccc1CNC(=O)CN(c1cccc([N+](=O)[O-])c1)S(C)(=O)=O	2.2	-11.6	i	1.9	-2.3	-2.5	1.3	-3.8	0.5
CC(=O)Nc1ccc(S(=O)(=O)N(C)CC(=O)OC(C)C(=O)NC2CCCCC2)cc1 (centres undefined)	-3.4	2.9	i	-8.2	-7.3	-1.2	8.4	0.5	0.7
C=CCc1cccc2cc(C(=O)NC3CCCCC3)c(=O)oc12	-1.6	5.1	i	30.3	-1.1	-8.1	0.5	-3.9	-6.5
CCc1nnc(NC(=O)c2ccc(OC)c(S(=O)(=O)N3CCCC3)c2)s1	1.2	1.9	i	-1.3	0.7	-12.8	-18.1	-6.1	3.9
CC1(C)CC(c2csc(N)n2)CCO1 (centres undefined)	0.9	13.2	i	-2.5	5.8	-14.7	-18.1	-3.0	6.9
O=C(COC(=O)CC1CC2CCC1C2)NC(=O)NCc1ccco1 (centres undefined)	-0.1	-8.0	i	-1.7	-5.1	-7.0	-13.6	4.3	-11.1
CC(C)c1c(C(=O)N/N=C/C2CC=CCC2)nnn1-c1nonc1N (centres undefined)	1.8	19.3	i	-3.4	-1.1	-5.4	-6.9	2.1	1.6
COc1ccc(NC(=O)C2CC(=O)OC23CCOC(C)(C)C3)cc1 (centres undefined)	-2.0	5.4	i	-6.7	2.2	-3.0	7.6	9.1	-12.7
Cc1ccccc1N(CC(=O)NC1CCCCC1)C(=O)CNC(=O)c1cccs1	1.1	2.3	i	-1.4	-0.6	-2.4	2.2	-2.4	-3.6
O=C(CN1CCN(c2ccc(F)cc2)CC1)NCc1cccs1	-1.4	6.5	i	-3.4	-8.2	-0.6	2.7	-0.7	3.9
Cc1cn(CC(=O)NCCCN2CCCC2=O)c(=O)[nH]c1=O	-1.2	-1.0	i	-8.2	2.3	-13.6	-1.5	3.6	-7.4
O=C(Nc1ccccc1)Nc1nc(-c2ccc(F)c(F)c2)cs1	0.2	11.6	i	-1.1	-2.6	0.9	13.2	1.2	-13.2
COc1ccc(NC(=O)CCNS(=O)(=O)c2cccc(C(C)=O)c2)cc1S(N)(=O)=O	3.6	6.1	i	-7.9	0.5	-4.5	7.8	0.6	-6.0
Cn1c(=O)c2c(SCC(=O)N3CCCC3)nc(-c3ccccc3)nc2n(C)c1=O	0.3	4.9	i	-0.8	5.5	-2.3	22.7	-1.1	4.7
C=CCN1C(=O)C2(OCCCO2)c2cc(Cl)ccc21	-1.5	0.6	i	2.0	-6.9	-1.1	12.4	3.6	4.5
O=C(c1ccco1)N1CCN(C(=O)c2ccc(COc3ccc(Cl)cc3Cl)o2)CC1	-0.1	-3.0	i	12.9	-13.4	-0.1	19.1	11.9	-14.3

Compound activity as filed in PubChem BioAssay.
